SMN2 splice enh: qHTS Assay for Enhancers of SMN2 Splice Variant Expression; HEK293 SMN2-luciferase splicing reporter, luminescence, 30-36 h; Potency, µM (highest dose often 46.1 µM), for inactives: at the highest dose activity change, positive = activation, usual class: activators; 2.8% of 210,000 active; AID 1458, 2008; also: % of control where 0% means no effect; nearly all actives have a fitted effect of over 55% in size
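HEK293 cells carry an SMN2 […]–luciferase reporter in which exon 7 inclusion puts luciferase in frame. Cells were plated 10-12 h before compound addition, then incubated 30-36 h at 37C. ONE-Glo luminescence was read; sodium butyrate at 4.5 mM final served as control.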
GAA spleen mod: qHTS Assay for Inhibitors and Activators of Human alpha-Glucosidase From Spleen Homogenate | Potency, µM (series often up to 79.9 µM), without a hit: at the highest dose activity change, negative = inhibition, hits mostly inhibitors | Lysosomal alpha-glucosidase (Homo sapiens), P10253 | human spleen homogenate, 4-MU-alpha-glucoside fluorescence | 0.006% of 240,000 active;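 also: 0% = enzyme with vehicle and -100% = no enzyme basal signal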
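Human spleen homogenate (1 ug) with 4-methylumbelliferyl-alpha-D-glucopyranoside (1 mM final) in 50 mM citrate/phosphate pH 5.0, 0.01% Tween-20; 40 min at 37 C. Stopped at pH 10; 4-MU fluorescence Ex 365/Em 440 nm; AC50 by Hill fit.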
GAA inh: qHTS Assay for Inhibitors of Human alpha-Glucosidase as a Potential Chaperone Treatment of Pompe Disease | Lysosomal alpha-glucosidase (Homo sapiens), P10253 | purified human GAA, 4-MU-alpha-glucoside fluorescence | Potency, µM (doses to about 76.9 µM), for inactives: top-dose activity change, negative = inhibition, most hits filed as inhibitors | 0.005% of 200,000 active;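 also: plate controls were uninhibited enzyme wells for no effect and no-enzyme background for full effect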
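Fluorescence at Ex 365/Em 440 nm from 4-methylumbelliferone reported enzyme activity after 20 min at room temperature. Reactions used 4 nM enzyme and 400 uM substrate at pH 5.0; curves fitted with the Hill equation.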
ALDH1A1 block: qHTS Assay for Inhibitors of Aldehyde Dehydrogenase 1 (ALDH1A1) | AID 1030, 2008 | 7.3% of 220,000 active | Aldehyde dehydrogenase 1A1 (Homo sapiens), P00352 | Potency, µM (highest dose often 75.3 µM), without a hit: at the highest dose activity, negative = inhibition, most hits filed as inhibitors | Purified ALDH1A1, NADH fluorescence, propionaldehyde substrate; active = well fitted inhibition curve with a large enough effect, not every such curve was filed as active; inconclusive = small, poorly fitted or top-dose-only effect, or another doubt; inactive = no such curve, though single readings can be large or run the other way;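 also: plate controls were no enzyme wells and a reference inhibitor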
Target sequence (P00352 whole entry, looked up): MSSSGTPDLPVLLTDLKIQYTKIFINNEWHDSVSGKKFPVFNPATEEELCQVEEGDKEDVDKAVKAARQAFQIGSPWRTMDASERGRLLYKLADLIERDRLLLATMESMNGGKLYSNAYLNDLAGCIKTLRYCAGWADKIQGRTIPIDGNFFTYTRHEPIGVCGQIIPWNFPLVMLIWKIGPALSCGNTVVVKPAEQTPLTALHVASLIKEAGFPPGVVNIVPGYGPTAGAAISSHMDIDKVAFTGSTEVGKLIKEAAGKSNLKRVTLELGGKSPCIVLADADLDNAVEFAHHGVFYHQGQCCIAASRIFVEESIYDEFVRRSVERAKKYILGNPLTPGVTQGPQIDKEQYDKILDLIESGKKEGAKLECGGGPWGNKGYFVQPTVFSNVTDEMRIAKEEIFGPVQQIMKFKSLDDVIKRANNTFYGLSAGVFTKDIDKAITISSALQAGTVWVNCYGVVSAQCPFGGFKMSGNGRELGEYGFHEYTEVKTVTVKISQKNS
GoLoco inh red: qHTS Assay for Inhibitors of RGS12 GoLoco Motif Activity (Red Fluorophore); Guanine nucleotide-binding protein G(i) subunit alpha-1 (Homo sapiens), P63096; Gai1:RGS12 GoLoco peptide FP, rhodamine, 10 min; Potency, µM (doses to about 61.6 µM), without a hit: top-dose activity, negative = inhibition, most hits filed as inhibitors; 0.44% of 230,000 active; active = well fitted inhibition curve with a large enough effect, not every such curve was filed as active; inactive = no such curve, though single readings can be large or run the other way; also: % is scaled to controls: 0 for no effect and ±100 for the full control effect; nearly all actives have a fitted effect of over 30% in size; many of its hits are not listed in these tables
Target sequence (P63096 whole entry, looked up): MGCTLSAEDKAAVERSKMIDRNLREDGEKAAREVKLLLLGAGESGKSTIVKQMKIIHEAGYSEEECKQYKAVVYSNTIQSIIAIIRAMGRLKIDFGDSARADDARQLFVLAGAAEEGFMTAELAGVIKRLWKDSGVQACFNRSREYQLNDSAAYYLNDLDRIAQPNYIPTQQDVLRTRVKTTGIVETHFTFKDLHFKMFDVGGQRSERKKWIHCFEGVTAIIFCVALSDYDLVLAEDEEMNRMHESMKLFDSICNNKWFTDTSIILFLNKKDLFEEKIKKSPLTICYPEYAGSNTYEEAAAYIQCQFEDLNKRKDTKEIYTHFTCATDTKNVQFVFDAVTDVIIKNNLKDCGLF
aGal spleen mod: qHTS Assay for Inhibitors and Activators of Human alpha-Galactosidase From Spleen Homogenate. Alpha-galactosidase A (Homo sapiens), P06280. human spleen homogenate, 4MU-alpha-Gal fluorescence, 40 min. Potency, µM (doses to about 80 µM), without a hit: at the top dose activity change, negative = inhibition, hits mostly inhibitors. 0.008% of 240,000 active;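 also: 0% = enzyme with vehicle and -100% = no enzyme basal signal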
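Spleen homogenate 1 ug + cpd (titration) + 4-MU-alpha-D-galactopyranoside 1 mM; 37C 40 min; 50 mM citrate/phosphate pH 5.0, 0.01% Tween-20; stop pH 10; fluorescence 365/440; AC50 via Hill.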
GAA glycogen mod: qHTS Assay for Inhibitors and Activators of Human alpha-Glucosidase Cleavage of Glycogen. Lysosomal alpha-glucosidase (Homo sapiens), P10253. recombinant GAA, glycogen substrate, Amplex Red glucose oxidase fluorescence. Potency, µM (titrated, usually from 76.4 µM), for the others: at the top dose activity change, negative = inhibition, actives largely listed as inhibitors. 0.38% of 300,000 active. AID 2100, 2009;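 also: 0% = full enzyme reaction and -100% = no-enzyme basal signal; the screen sought inhibitors and activators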
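Recombinant human enzyme (4 nM); glycogen substrate; 37 C, 40 min, pH 5.0. Readout: coupled glucose oxidase/Amplex Red fluorescence.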
KDM4E inh: qHTS Assay for Inhibitors of Human Jumonji Domain Containing 2E (JMJD2E); Lysine-specific demethylase 4E (Homo sapiens), B2RXH2; JMJD2E catalytic domain, FDH-coupled NADH fluorescence (FDH is formaldehyde dehydrogenase); Potency, µM (series often up to 57.1 µM), without a hit: at the top dose activity change, negative = inhibition, hits mostly inhibitors; 1.6% of 230,000 active; AID 2147, 2009; active = well fitted inhibition curve with a large enough effect, not every such curve was filed as active; inconclusive = small, poorly fitted or top-dose-only effect, or another doubt; inactive = no such curve, though single readings can be large or run the other way;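 also: 0% = wells with enzyme and -100% = buffer wells without enzyme; nearly all actives have a fitted effect of over 50% in size; many of its hits are not listed in these tables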
Active calls of the source: *; u = inconclusive; x = not tested or not shown; [ ] = remark or other dose. Unless noted, calls follow the shape of the dose curve; as a rule, active = well fitted curve in the direction sought with a large enough effect; inconclusive = small, poorly fitted or top-dose-only effect, or another doubt; inactive = no such curve, though single readings can be large; an effect the other way counts as inactive or inconclusive. Potency is read from the fitted curve at half-maximal effect. A portion of the library (hit frequency here may not be typical).

no. | Structure | SMN2 splice enh | GAA spleen mod | GAA inh | ALDH1A1 block
1 | CSc1ccccc1C(=O)C1CCCN(C(=O)c2cc(C(C)C)no2)C1 (configuration not stated) | x | 4% | 12% | 18µM*
2 | Cc1cc(C)n2cc(CSc3nnnn3-c3ccccc3C)nc2n1 | -16% | -2% | 2% | u
3 | Nc1ccc(Cc2nc3cc4ccccc4cc3[nH]2)cc1 | 13µM* | -1% | 1% | 4%
4 | CCOc1ccc(-n2c(=O)c3c4c(sc3n(CC(=O)NCC3CCCO3)c2=O)CCC4)cc1 (configuration not stated) | -33%[inhibitor] | 0% | 3% | -10%
5 | COc1ccc(N2CCN(C(CNS(=O)(=O)c3cc(F)ccc3F)c3cccnc3)CC2)cc1 (configuration not stated) | -18% | -10% | -1% | 2%
6 | COc1ccc(OC)c(NC(=S)NCc2ccc(S(N)(=O)=O)cc2)c1 | x | -4% | 4% | u
7 | Cc1ccc(N2C(=O)C(Cl)=C(NCCO)C2=O)c(C)c1 | 16% | -5% | -1% | -6%
8 | O=C(CSc1nnc(SCc2ccccc2)s1)N/N=C/c1c[nH]c2ccccc12 | -32%[inhibitor] | 4% | 3% | 3%
9 | O=C(c1ccccc1Cl)N1CCN(c2ccccn2)CC1 | 16% | -6% | 3% | u
10 | Cn1c(CNc2ccc(Cl)cc2)nnc1SCc1ccccc1 | -19% | 4% | -1% | u

no. | GoLoco inh red | aGal spleen mod | GAA glycogen mod | KDM4E inh
1 | 7% | 11% | 4% | -10%
2 | 5% | 6% | 4% | u
3 | 1% | -9% | -14% | 0%
4 | 4% | 4% | 6% | 2%
5 | 3% | -11% | -1% | 3%
6 | 0% | 0% | -11% | -5%
7 | 5% | -7% | 3% | u
8 | -3% | 1% | -15% | -15%
9 | 2% | 19% | 0% | u
10 | -3% | 11% | 7% | 7%

Following part.
no. | Structure | SMN2 splice enh | GAA spleen mod | GAA inh | ALDH1A1 block
11 | CC1=NN(C(N)=S)C(=O)C1N=Nc1ccc(O)cc1 (configuration not stated) | x | -2% | -14% | u
12 | CCn1c(SCC(=O)NCCOc2ccccc2)nc2ccccc2c1=O | -12% | -5% | 1% | 0%
13 | CCC1(CC)C(=O)C(C)(C)C(=O)OC1c1cccs1 (configuration not stated) | 8% | -3% | 0% | 5%
14 | N#C/C(=C(/O)CN1C(=O)c2ccccc2C1=O)c1nc2ccccc2[nH]1 | -20% | 0% | 5% | -7%
15 | CCOC(=O)c1cc(NC(=O)/C=C\C(=O)O)ccc1Cl | -21% | 1% | 6% | 8%
16 | COc1ccc(CCNc2ncnc3nc[nH]c23)cc1OC | -66%[inhibitor] | -3% | 2% | 8%
17 | CCOC(=O)Cc1csc(/N=C/c2c(O)n(-c3ccc(C)c(C)c3)c(=O)c3ccccc23)n1 | -21% | -8% | 6% | 14%
18 | O=C1CCCN1CCCN1C(=O)N[C@@H](Cc2ccccc2)C1=O | -6% | -5% | -8% | 4%
19 | Cc1cccc(-n2c(O)c(C=Nc3ccccc3-c3n[nH]c(=S)[nH]c3=O)c3ccccc3c2=O)n1 | x | 0% | -6% | u
20 | Cc1ccnc2nc(C(=O)OCC(=O)NCCc3ccccc3)nn12 | 3% | -12% | 3% | 5%

no. | GoLoco inh red | aGal spleen mod | GAA glycogen mod | KDM4E inh
11 | 23% | -7% | u | u
12 | 3% | 4% | -6% | -6%
13 | 2% | 0% | 4% | 1%
14 | 7% | 3% | -6% | -9%
15 | 10% | 6% | 18% | 3%
16 | 5% | -3% | 12% | -5%
17 | 12% | -10% | -6% | u
18 | 2% | -8% | 8% | -4%
19 | 3% | 3% | -7% | -6%
20 | 9% | 5% | -2% | -3%

Continued.
no. | Structure | SMN2 splice enh | GAA spleen mod | GAA inh | ALDH1A1 block
21 | Cc1cc(NS(=O)(=O)c2ccc(NC(=O)CSc3nnc(-c4ccco4)n3C)cc2)nc(C)n1 | 12% | -2% | -3% | -10%
22 | CCc1cc2c(NC3CCCC3)ncnc2s1 | x | 5% | 0% | -8%
23 | CCOC(=O)N1CCN(C(=O)C2CC(c3ccccc3OC)=NO2)CC1 (configuration not stated) | 10% | 3% | -6% | -3%
24 | Cc1cc(C)cc(N2CCN(C(=O)N3CCOCC3)CC2)c1 | x | 2% | -3% | 7%
25 | CC1CCCN(S(=O)(=O)c2ccc(NC(=O)c3cccc(-n4cnnn4)c3)cc2)C1 (configuration not stated) | -10% | -24% | -9% | u
26 | OCCN1CN=C(Nc2nc3ccccc3o2)NC1 | 4% | -5% | 1% | 6%
27 | CCC[n+]1cn(/C(C(=S)Nc2cccc(Cl)c2C)=C(/[O-])c2ccc(OC)c(OC)c2)c2ccccc21 | 5% | 2% | 3% | -4%
28 | CCc1ccc(CN(C)Cc2nc(Cc3ccccc3)no2)nc1 | x | -7% | -5%[15.4 µM] | -4%
29 | COc1ccc(N2C(=NC(C)=O)SC3CS(=O)(=O)CC32)cc1OC (configuration not stated) | -11% | -10% | -6% | 2%
30 | Oc1ccccc1-c1cc(C(F)(F)C(F)F)[nH]n1 | -13% | -6% | -4% | 1%

no. | GoLoco inh red | aGal spleen mod | GAA glycogen mod | KDM4E inh
21 | 8% | -8% | 5% | 11%
22 | 11% | 3% | -11% | u
23 | 6% | -1% | -6% | -7%
24 | x | -7% | -8% | 3%
25 | 7% | -16% | -3% | -3%
26 | 6% | -1% | 2% | 6%
27 | 10% | -2% | 4% | 6%
28 | -7% | 5% | -2% | 12%
29 | 4% | -5% | 11% | u
30 | 3% | -9% | -7% | -10%

Brought forward from above: 4 compounds, followed by the next part.
no. | Structure | SMN2 splice enh | GAA spleen mod | GAA inh | ALDH1A1 block
27 | CCC[n+]1cn(/C(C(=S)Nc2cccc(Cl)c2C)=C(/[O-])c2ccc(OC)c(OC)c2)c2ccccc21 | 5% | 2% | 3% | -4%
28 | CCc1ccc(CN(C)Cc2nc(Cc3ccccc3)no2)nc1 | x | -7% | -5%[15.4 µM] | -4%
29 | COc1ccc(N2C(=NC(C)=O)SC3CS(=O)(=O)CC32)cc1OC (configuration not stated) | -11% | -10% | -6% | 2%
30 | Oc1ccccc1-c1cc(C(F)(F)C(F)F)[nH]n1 | -13% | -6% | -4% | 1%
31 | Fc1ccccc1CSc1nncn1NC/C=C/c1ccccc1 | -10% | 3% | 1% | u
32 | Cc1cccc(-n2cc(CN(C)Cc3nccn3C)c(-c3cccc(F)c3)n2)c1 | x | 1% | -1% | u
33 | O=C(c1ccc(=O)n(Cc2ccccc2)n1)N1CCN(C/C=C/c2ccccc2)CC1 | -41%[inhibitor] | -4% | -11% | u
34 | Nc1ccc(N2CCCCC2)c(Cl)c1 | x | 1% | 8% | -16%
35 | Cc1ccc(Nc2nc(CSc3nnc(-c4ccccc4C)n3C)cs2)cc1 | x | 2% | 3% | u
36 | CCOc1ccc2c(c1)OC(c1ccccc1)(C(F)(F)F)NC2=O (configuration not stated) | 14% | -3% | 1% | 11%
37 | CCc1cc2c(=O)n(Cc3ccco3)c(SCC(=O)N(C)C3CCS(=O)(=O)C3)nc2s1 (configuration not stated) | -13% | 3% | -4% | 10µM*
38 | Cc1cccc(Oc2ncnc3oc(-c4ccccc4)cc23)c1C | -23% | -7% | 10% | u
39 | CCC(=O)Nc1ccc2c(c1)nc1n2CCN(C2CCCCC2)C1 | u | 9% | 12% | u
40 | O=C(OCc1cc(=O)n2cc(Br)ccc2n1)c1ccc(Cl)c(S(=O)(=O)NCc2ccccc2)c1 | -2% | -1% | 6% | u

no. | GoLoco inh red | aGal spleen mod | GAA glycogen mod | KDM4E inh
27 | 10% | -2% | 4% | 6%
28 | -7% | 5% | -2% | 12%
29 | 4% | -5% | 11% | u
30 | 3% | -9% | -7% | -10%
31 | 1% | -11% | -12% | -2%
32 | 10% | -5% | 6% | -17%
33 | -4% | -3% | -6% | 0%
34 | 4% | -11% | -15% | 2%
35 | x | -4% | u | -11%
36 | -3% | -4% | 0% | 11%
37 | 2% | 0% | 7% | 1%
38 | 54%[activator] | 5% | 1% | u
39 | 4% | 20% | u | u
40 | 0% | 6% | -2% | -25%

Results in ALDH1A1 block and GAA spleen mod, for 4 of the compounds above:
entry	molecule	ALDH1A1 block	GAA spleen mod
15	CCOC(=O)c1cc(NC(=O)/C=C\C(=O)O)ccc1Cl	8%	1%
6	COc1ccc(OC)c(NC(=S)NCc2ccc(S(N)(=O)=O)cc2)c1	u	-4%
24	Cc1cc(C)cc(N2CCN(C(=O)N3CCOCC3)CC2)c1	7%	2%
36	CCOc1ccc2c(c1)OC(c1ccccc1)(C(F)(F)F)NC2=O (configuration not stated)	11%	-3%

Next section.
no. | Structure | SMN2 splice enh | GAA spleen mod | GAA inh | ALDH1A1 block
41 | CCCCc1ccc(-n2nnnc2SCC(=O)Nc2cc(OC)c([N+](=O)[O-])cc2C)cc1 | -72%[inhibitor] | 0% | -3% | u
42 | COCC(=O)Nc1nc2ccc(S(C)(=O)=O)cc2s1 | -2% | 6% | -1% | 9%
43 | COc1ccc(CN2CCNC(=O)C2CC(=O)N2CCCCO2)c(OC)c1 (configuration not stated) | x | -6% | 6% | -2%
44 | O=C(c1ccccc1)N1CCN(C(=S)NCc2ccco2)CC1 | 18% | -4% | 4% | u
45 | CO/N=C(\C(=O)N[C@@H]1C(=O)N2C(C(=O)O)=C(CSc3nc(=O)c(O)nn3C)CSC12)c1csc(N)n1 (some centres not stated) | 15% | -5% | x | u

no. | GoLoco inh red | aGal spleen mod | GAA glycogen mod | KDM4E inh
41 | 46%[activator] | -10% | -5% | 3%
42 | -1% | -16% | -7% | 5%
43 | 15% | 2% | -4% | 1%
44 | 4% | -2% | 5% | -3%
45 | -2% | 3% | x | u
